Compound activity deposited in PubChem BioAssay by several laboratories.
STK33 kinase inh = blocks human STK33 kinase activity; Q9BYT3; purified STK33, MBP phosphorylation, ADP-Glo luminescence; inhibition, % at 10 µM; 0.073% of 320,000 active;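 active means inhibition at or above 25%, using the most active replicate where run in duplicate; inactive means inhibition below 25%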
Target sequence (Q9BYT3 whole entry, looked up): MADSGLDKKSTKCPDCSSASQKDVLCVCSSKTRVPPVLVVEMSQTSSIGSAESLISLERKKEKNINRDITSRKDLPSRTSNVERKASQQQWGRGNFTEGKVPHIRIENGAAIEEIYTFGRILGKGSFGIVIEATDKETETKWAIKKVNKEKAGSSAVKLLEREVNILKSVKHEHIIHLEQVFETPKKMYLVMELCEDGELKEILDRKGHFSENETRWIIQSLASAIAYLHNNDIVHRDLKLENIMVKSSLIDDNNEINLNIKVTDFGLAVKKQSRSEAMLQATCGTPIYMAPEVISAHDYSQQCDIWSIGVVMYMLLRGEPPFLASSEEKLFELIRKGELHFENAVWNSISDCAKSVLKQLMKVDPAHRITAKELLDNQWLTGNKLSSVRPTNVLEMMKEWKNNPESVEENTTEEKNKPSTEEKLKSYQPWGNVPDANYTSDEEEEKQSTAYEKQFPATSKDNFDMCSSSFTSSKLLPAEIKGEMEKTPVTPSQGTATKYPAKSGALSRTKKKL
Kir21 block = inhibitors of mouse Kir2.1 inward-rectifier potassium channel; HEK293-Kir2.1, FluxOR thallium flux fluorescence; hits give low values; B-score at 10 µM; 0.85% of 310,000 active;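 active means fluorescence ratio B-score at or below minus 3 SD of library scores, with starting-brightness B-score within 2 SD, cut at about -4.2 in these data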;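 further: channel flux triggered by added potassium and thallium sulfate stimulus; B-score of peak minus minimum fluorescence over baseline after thallium stimulus; more negative B-score means stronger Kir2.1 block with less thallium influx; some compounds called inactive have numbers as strong as hits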
Target sequence (P35561 whole entry, looked up): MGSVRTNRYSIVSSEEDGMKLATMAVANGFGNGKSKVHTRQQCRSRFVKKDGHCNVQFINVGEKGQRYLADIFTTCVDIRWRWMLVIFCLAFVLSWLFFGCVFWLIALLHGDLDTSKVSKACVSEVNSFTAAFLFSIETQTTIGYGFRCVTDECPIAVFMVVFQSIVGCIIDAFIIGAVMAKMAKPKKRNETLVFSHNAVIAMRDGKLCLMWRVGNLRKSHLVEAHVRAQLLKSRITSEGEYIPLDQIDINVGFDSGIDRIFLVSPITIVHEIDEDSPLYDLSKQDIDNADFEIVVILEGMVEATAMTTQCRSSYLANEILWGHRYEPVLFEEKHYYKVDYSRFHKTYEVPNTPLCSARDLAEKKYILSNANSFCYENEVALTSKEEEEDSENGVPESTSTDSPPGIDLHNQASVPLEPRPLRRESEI
Active calls of the source: *; i = inactive; / = not tested or not shown.

SMILES	STK33 kinase inh	Kir21 block
Cn1c(C(=O)NCCCN2CCN(c3cccc(Cl)c3)CC2)cc2c(=O)n(C)c3ccccc3c21	0.8	-0.48
CCOc1ccc(C(=O)NCCC(=O)N2CCC3(CC2)NCCc2[nH]cnc23)cc1	-1.7	0
Cc1cc(NCc2ccccn2)n2nc(C)c(-c3ccccc3)c2n1	0.3	-1.6
Cc1cc(NC(=O)COc2ccc(C(C)(C)C)cc2)no1	/	0.47
COc1ccc(CCNC(=O)COC(=O)Cn2cnc3ccccc32)cc1OC	-0.8	0.82
Cc1cc(C(=O)CSc2nnnn2-c2ccccc2)c(C)n1-c1ccc2c(c1)OCO2	-1.2	-0.43
N#Cc1ccccc1S(=O)(=O)N1CCN(CC(=O)NCC2(N3CCOCC3)CCCCC2)CC1	-2.5	/
CCCN(CCC)CCNC(=O)c1cc2c(-c3ccc(Cl)cc3)nn(C)c2s1	1.7	-3
COc1ccccc1CN(CC(=O)NCC1CCCO1)C(=O)CNS(=O)(=O)c1ccc(C)cc1 (stereo not given)	2.1	-2.2
O=C(CCCN1C(=O)c2cccc3cccc(c23)C1=O)Nc1ccon1	0.1	-2.7
Cc1ccccc1-c1nc(CS(=O)CC(=O)NC2CCCC2)c(C)o1 (stereo not given)	-1.3	1
Cc1ccccc1-n1nc2c(c1NC(=O)c1c(-c3ccccc3Cl)noc1C)CS(=O)(=O)C2	0.2	-1.4
O=C(CN1C(=O)NC2(CCCC2)C1=O)NCCC1=CCCCC1	0.9	0.64
Cc1ccnc2nc(C(=O)Nc3ccc(S(=O)(=O)N4CCCC4)cc3)nn12	-0.9	0.19
Cc1cccc(C)c1NC(=O)CN(C)C(=O)Cn1c(=O)cnc2ccccc21	-0.4	0.53
COc1ccc(-n2c(=O)c3ccccc3n(CC(=O)Nc3cc(C)on3)c2=O)cc1OC	-4.1	-0.23
COc1ccc2nc(C)cc(Sc3nc4ccccc4s3)c2c1	0.6	-2
O=C(c1ccc2ccccc2c1)C1CCCN(C(=O)CN2C(=O)CSC2=O)C1 (stereo not given)	-1.3	0.57
CCCCC(=O)OCC(=O)c1cc(C)n(-c2c(C)n(C)n(-c3ccccc3)c2=O)c1C	-0.4	0.18
CC1=C([N+](=O)[O-])C(c2ccccc2Cl)NC(=O)N1C (stereo not given)	-1.9	1
Cc1ccc(-c2cc(C(=O)OCC(=O)Nc3cc(C)on3)c3ccccc3n2)c(C)c1	-1.8	/
COc1ccc([C@H]2CC(=O)C=C(c3cccc(Br)c3)C2)cc1	-2.6	/
COc1ccc(NC(=O)CNc2ccccc2C(C)=O)cc1S(=O)(=O)N1CCOCC1	1.5	/
CCc1cccc(NC(=O)Cc2ccc(OC)c(OC)c2)c1	-1.0	-0.7

Another view of part of the listing above:
STK33 kinase inh | Kir21 block | molecule
-1.3 | 1 | Cc1ccccc1-c1nc(CS(=O)CC(=O)NC2CCCC2)c(C)o1 (stereo not given)
0.2 | -1.4 | Cc1ccccc1-n1nc2c(c1NC(=O)c1c(-c3ccccc3Cl)noc1C)CS(=O)(=O)C2
0.9 | 0.64 | O=C(CN1C(=O)NC2(CCCC2)C1=O)NCCC1=CCCCC1
-0.9 | 0.19 | Cc1ccnc2nc(C(=O)Nc3ccc(S(=O)(=O)N4CCCC4)cc3)nn12
-0.4 | 0.53 | Cc1cccc(C)c1NC(=O)CN(C)C(=O)Cn1c(=O)cnc2ccccc21
-4.1 | -0.23 | COc1ccc(-n2c(=O)c3ccccc3n(CC(=O)Nc3cc(C)on3)c2=O)cc1OC
0.6 | -2 | COc1ccc2nc(C)cc(Sc3nc4ccccc4s3)c2c1
-1.3 | 0.57 | O=C(c1ccc2ccccc2c1)C1CCCN(C(=O)CN2C(=O)CSC2=O)C1 (stereo not given)
-0.4 | 0.18 | CCCCC(=O)OCC(=O)c1cc(C)n(-c2c(C)n(C)n(-c3ccccc3)c2=O)c1C
-1.9 | 1 | CC1=C([N+](=O)[O-])C(c2ccccc2Cl)NC(=O)N1C (stereo not given)
-1.8 | / | Cc1ccc(-c2cc(C(=O)OCC(=O)Nc3cc(C)on3)c3ccccc3n2)c(C)c1
-2.6 | / | COc1ccc([C@H]2CC(=O)C=C(c3cccc(Br)c3)C2)cc1
1.5 | / | COc1ccc(NC(=O)CNc2ccccc2C(C)=O)cc1S(=O)(=O)N1CCOCC1
-1.0 | -0.7 | CCc1cccc(NC(=O)Cc2ccc(OC)c(OC)c2)c1

Next section.
SMILES	STK33 kinase inh	Kir21 block
O=c1cc(N2CCCCC2)c(-c2ccccc2)nn1Cc1ccc(Cl)cc1	-1.1	2.4
COc1ccccc1N1CCN(C(=O)c2ccc3c(Cl)c4c(nc3c2)CCCC4)CC1	-0.1	-1.9
CC1=NN(C(C#N)c2ccc([N+](=O)[O-])cc2)C(C)(C)C1 (stereo not given)	1.3	1.9
COc1ccc(C(C(=O)NC(C)(C)C)N(CCc2ccc(OC)c(OC)c2)C(=O)CCC(=O)Nc2cc(C)on2)cc1 (stereo not given)	-1.6	0.33
O=C(CC1(O)C(=O)N(CN2CCOCC2)c2ccccc21)c1ccccc1 (stereo not given)	1.3	0.23
O=C(O)C1CCN(C(=O)CSc2nc3ccccc3c(=O)n2-c2ccc(Cl)cc2)CC1	-0.2	-0.99
CCOC(=O)c1cnc(-c2ccccc2)nc1-c1ccccc1	-0.1	-1.1
CCNC(=O)COC(=O)c1ccc(S(=O)(=O)N2CCCCCC2)cc1	0.7	-0.22
Cc1ccc(C)c(NS(=O)(=O)c2cc(C(=O)NCc3ccccn3)ccc2C)c1	1.0	-0.09
COc1ccc([N+](=O)[O-])cc1NS(=O)(=O)c1cccc(C(=O)NCCCN2CCCC2=O)c1	-1.2	/
COC(=O)c1ccc2c(=O)n(CCO)c(=S)[nH]c2c1	-0.8	-0.25
Cc1cc(=O)oc2c(C)c(OC(=O)c3ccco3)ccc12	-0.8	1.8
CC(C)OC(=O)c1c(NC(=O)Cn2cnc([N+](=O)[O-])n2)sc2c1CCCC2	-0.6	1.2
O=C(O)CCCCCCCCc1cn(CC2CCCCC2)nn1	6.6	0.14
CCCCc1cc(C(=O)Cc2ccccn2)c(O)cc1O	-1.2	-3
CS(=O)(=O)c1nc(S(=O)(=O)c2ccc(Cl)cc2)c(NCc2ccccn2)s1	-1.5	-0.22
Cc1ccc(C(=O)Nc2sc3c(c2C(=O)O)CCC(C)C3)o1 (stereo not given)	-1.4	/
O=C(CNS(=O)(=O)c1ccccc1)N1CCCC1	-1.4	0.47
O=C(NC1CCCCCC1)c1cccc(N2CCCC2=O)c1	1.2	-0.11
O=C(CSc1ncccn1)N1CCN(Cc2ccccc2)CC1	-1.8	1.5
O=C(CN1c2ccccc2Sc2ccccc21)NNC(=O)Nc1cccc(Cl)c1	-2.1	0.19
COc1ccc(C(=O)N/N=C/c2ccc(OC)c(CSc3ccccn3)c2)cc1	0.4	0.55
COc1ccc(CCN=C(C)C2=C(O)C(c3ccccc3)OC2=O)cc1OC (stereo not given)	-1.0	0.32
CNCCC1Sc2ccccc2Oc2ccccc21 (stereo not given)	-2.2	-5.9*
COc1ccc(-n2c(C)cc(C(=O)COC(=O)c3cc(NC(=O)c4cccs4)c(OC)c(OC)c3)c2C)cc1	-0.4	0
COc1ccc(Cl)cc1NC(=S)N1CC(C)OC(C)C1 (stereo not given)	-1.1	0.42
O=C(Nc1ccc(Cl)cc1)C1CCCCN1S(=O)(=O)c1ccccc1 (stereo not given)	-1.0	/
C=CCn1c(C)cc(C(=O)CSc2ccc(NC(C)=O)cc2)c1C	-0.7	0.37
COc1cc(C(=O)N[C@@H](C)C(=O)N2CCC3(CC2)NCCc2[nH]cnc23)cc(OC)c1OC	-1.4	0.41
Cc1nn(CCCC(=O)Nc2ccc(Br)cc2F)c(C)c1[N+](=O)[O-]	-1.7	0.85
Cc1[nH]oc(=O)c1N=Nc1c(Cl)cccc1Cl	-3.0	0.96
CCOc1ccc(-c2n[nH]c(C)c2Oc2ccccc2OC)c(O)c1	-1.6	0.47
S=C(Nc1ccccc1)Nc1nc2ccccc2n1CCOc1ccccc1	0.4	-1.8
CC(C)Cn1c(-c2cccs2)nc2ccccc21	0.2	-4.5*
C=CCN1C(=O)C(O)(CC(=O)c2ccc(-n3cccc3)cc2)c2ccccc21 (stereo not given)	-0.4	-0.3
COc1ccc(-c2cc(-c3cccs3)nc(OC)c2C#N)cc1OC	-0.1	0.24
O=C(CNC(=O)c1cccc(F)c1)N/N=C/c1cc(Br)ccc1OC(=O)/C=C/c1ccco1	/	1.5
COCC(C)NC(=O)CSc1nc2ccccc2n1CCc1ccccc1 (stereo not given)	i	-0.36
CCN1C2=NCCCN2c2ccccc21	-1.0	1
CC(C)(C)c1cc(OC(=O)c2ccccc2F)ccc1O	0.4	-2.2
O=C(COC(=O)c1ccc(F)c(S(=O)(=O)N2CCOCC2)c1)c1ccc(Cl)cc1	-0.5	/
COc1ccc(NC(=O)CSc2nnc(-c3ccncc3)o2)c([N+](=O)[O-])c1	-1.5	-0.93
CC1(C)NC(C)(C)/C(=C\c2cccs2)C(=O)C1=O	-0.1	0.65
O=C1c2ccccc2C(O)N1Cc1ccc2c(c1)OCO2 (stereo not given)	-1.3	-1.2
Cn1c(=O)c2c3c(sc2n2cnnc12)CCC3	-1.9	1
O=C(CSc1cn[nH]n1)Nc1ccccc1C(F)(F)F	1.3	-0.78
O=C(Nc1nnc(-c2ccc(Cl)cc2)o1)Nc1ccccc1Cl	-1.2	0.49
CCOC(=O)C1CCCN(S(=O)(=O)c2cc(OCC(N)=O)c(C)cc2Cl)C1 (stereo not given)	-0.4	-2.5
CN1C(C(=O)Nc2ccc(OC(F)(F)F)cc2)=CC(c2cccs2)=NS1(=O)=O	-1.3	0.3
O=C(COC(=O)c1ccc(O)cc1)NC1CCCC1	0.5	-0.01
CCOC(=O)c1cnc2ccc(C)cc2c1Nc1ccc(N2CCOCC2)cc1	5.3	-0.44
Cc1sc2nc(CN3CCOCC3)[nH]c(=O)c2c1-c1ccccc1	-0.1	0.07
COc1ccc2oc(C(=O)N(C)CCOc3ccc(Cl)cc3)c(C)c2c1	-0.8	1.1
COc1ccc(-c2onc(C)c2-c2cscn2)c(O)c1	-0.8	-2.4
O=C(c1cc2nc(-c3ccco3)cc(C(F)(F)F)n2n1)N1CCN(Cc2ccccc2)CC1	-1.3	-0.48
COc1ccc(Nc2nc(-c3sc(NC(C)=O)nc3C)cs2)cc1	0.8	0.07
O=C(NCC(c1cccs1)N1CCc2ccccc21)c1ccccc1 (stereo not given)	-0.4	-0.02
CCOC(=O)c1ccc(NC(=S)Nc2ccc(C)cc2)cc1	-1.1	0.79
Cn1c(SCC(=O)NNC(=S)Nc2ccccc2)nnc1-c1ccncc1	-0.5	-1.6
O=C(/C=N/O)NCCCN1CCOCC1	-2.8	-0.65

Carrying on.
SMILES	STK33 kinase inh	Kir21 block
O=C(CNC(=O)c1cccc(OC(F)F)c1)OCn1nnc2ccccc2c1=O	1.3	-1
CC(C)COC(=O)C(N)C(C(=O)OCC(C)C)c1ccccc1 (stereo not given)	-0.9	-3
O=C(NCc1ccc(F)cc1)C(=O)NCC1OCCN1C(=O)c1cccs1 (stereo not given)	-2.0	-0.09
C=CCNC(=O)c1ccc(OC2CCN(S(=O)(=O)N(C)C)CC2)cc1	-1.2	0.16
O=C(COc1ccc(Cl)cc1Cl)NNC(=S)Nc1ccc(F)cc1	-0.8	-0.44
O=C(CS(=O)(=O)c1ccc(F)cc1)NCc1ccccc1	-0.7	0.56
Cc1cc(OCc2cc(C(=O)N(C)CC3CCOCC3)no2)cc(C)c1Cl	0.2	-5.1*
CN1/C(=C\C=C(/C#N)C(=O)Nc2ccc(Cl)cc2)C(C)(C)c2ccccc21	-2.1	-2
CCOC(=O)N1CCC(NC(=O)c2cc(S(=O)(=O)N3CCCCC3)ccc2F)CC1	-1.7	-0.02
Cc1cc(C)cc(C(=O)N(c2ccccn2)C(C)c2ccco2)c1 (stereo not given)	-2.0	9.1e-16
O=C(O)c1ccc2c(=O)[nH]c(CN3CCOCC3)nc2c1	0.8	0.67
Cc1nn(C)cc1CNC(=O)c1cnn2c(C(F)F)cc(C3CC3)nc12	0.9	0.34
CC(C)NC(=O)Nc1ccc2c(c1)C(=O)N([C@H](C)CO)C[C@@H](C)[C@@H](CN(C)C(=O)NC1CCCCC1)O2	-0.1	/
CC(C)c1ccc(O)c(NC(=O)c2ncn[nH]2)c1	-0.7	0.45
Cc1nnc(SCc2nnc(-c3cccs3)o2)n1C	-0.5	0.02
Cc1cc(C)cc(N(CC(=O)N2CCC(C)CC2)S(=O)(=O)c2ccccc2)c1	0.7	-0.9
CN(C)c1ccc(NC(=O)CSCc2nc3c(nnn3Cc3ccc(F)cc3)c(=O)[nH]2)cc1	/	0
CCc1ccc(N2Cc3ccccc3C2)cc1	0.6	0.38
COc1ccc(NC(C)=O)cc1S(=O)(=O)Nc1ccc(OCc2ccccc2)cc1	-0.1	-0.01
COc1ccc(-c2nnc(-c3cc4ccccc4oc3=O)o2)cc1	-0.3	1.1
Cc1cc(C)n(C(=O)/C=C/c2cccs2)n1	-0.2	1.1
O=C(CSCc1cc(=O)n2nc(C3CC3)sc2n1)Nc1ccccc1Cl	-2.2	-3.1
CCNC(=O)C1CC(=O)N(CCCc2ccccc2)C(=Nc2ccccc2)S1 (stereo not given)	-0.2	0.32
Nc1c(Cl)cc(NC(=O)c2ccccc2C(=O)O)cc1Br	-0.7	-0.38
CCOc1ccc(CN(C)CC(=O)Nc2cccc(C)c2)cc1OC	-0.2	-0.96
Cc1cc(C)cc(Nc2nc3c(S(=O)(=O)c4ccccc4)nnn3c3ccccc23)c1	-1.0	/
Cc1ccc(/C=C/C(=O)OCC(=O)Nc2cccc(S(=O)(=O)N(C)C)c2)o1	-0.3	0.21
CC(C)C[C@H]1CN=C(N(C)C)N1CCCCc1ccccc1	0.1	/
O=C1OCCN/C1=C\C(=O)c1ccccc1	0.3	-0.5
O=C(CSc1nnc(-c2ccccc2F)n1C1CC1)NC(=O)c1cccc([N+](=O)[O-])c1	/	-1.4
CCCOc1ccc(/C=N/NC(=S)Nc2ccccc2[N+](=O)[O-])c(O)c1	-1.8	1.6
